BoNT F protease – BoNT F light chain protease inhibition; Multiplex microsphere protease cleavage assay, flow cytometry; inhibition, % at 10 µM; 360,000 tested, 0.22% active; in the data active = inhibition above about 35%, passing the limit was not always enough; note: plate controls were buffer without enzyme for full effect and enzyme alone for no effect
CCHFV vOTU inh – CCHFV vOTU protease inhibition. 370,000 tested, 0.55% active. Pep-AMC fluorescence. inhibition, % at 11.5 µM. AID 651958; note: 0% = vehicle wells with enzyme and 100% = no enzyme wells
Mtb FBA inh – inhibitors of M. tuberculosis fructose-bisphosphate aldolase; 360,000 tested, 2.3% active; AID 588726; purified M. tuberculosis FBA, fluorescence read-out; inhibition, % at 1 µM; in the data active = inhibition above about 27%;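 note: 0% = vehicle and 100% = reference inhibitor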
Target sequence (P9WQA3 whole entry, looked up): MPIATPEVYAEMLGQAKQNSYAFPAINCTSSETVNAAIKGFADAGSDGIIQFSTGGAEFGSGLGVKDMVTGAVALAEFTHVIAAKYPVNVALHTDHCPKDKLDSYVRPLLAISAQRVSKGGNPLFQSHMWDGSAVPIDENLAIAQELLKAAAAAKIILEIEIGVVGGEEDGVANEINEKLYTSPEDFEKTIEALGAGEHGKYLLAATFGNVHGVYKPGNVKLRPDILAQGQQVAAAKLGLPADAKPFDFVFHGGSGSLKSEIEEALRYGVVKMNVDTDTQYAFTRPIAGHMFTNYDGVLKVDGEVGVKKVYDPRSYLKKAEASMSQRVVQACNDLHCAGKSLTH
FadD28 FP inh – M. tuberculosis FadD28 bisubstrate binding inhibition | AID 588549 | inhibition, % at 12.5 µM | FadD28 bisubstrate probe binding, fluorescence polarization | 360,000 tested, 0.22% active; in the data active = inhibition above about 8.5%, passing the limit was not always enough
MazEF act – MazEF (E. coli) toxin RNase activation | P0AE70 | FAM/BHQ RNA-DNA oligo cleavage fluorescence, 5 h | activation, % at 20 µM | 350,000 tested, 0.32% active | AID 504720; in the data active = activation above about 50%
GDH-TPI inh – counter-screen for M. tuberculosis FBA inhibitors: GDH-TPI coupled enzymes; GDH-TPI coupled enzyme counterscreen, NADH absorbance; inhibition, % at 4.8 µM; 360,000 tested, 1.2% active;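 note: 0% = DMSO wells and 100% = wells lacking the enzyme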
VHR inh abs – blocks human VHR1 dual specificity phosphatase. recombinant VHR phosphatase, pNPP absorbance. 290,000 tested, 0.52% active. P51452. AID 1654. inhibition, % at 13.3 µM; in the data active = inhibition above about 50%; note: some compounds called inactive have numbers as strong as hits
Target sequence (P51452 whole entry, looked up): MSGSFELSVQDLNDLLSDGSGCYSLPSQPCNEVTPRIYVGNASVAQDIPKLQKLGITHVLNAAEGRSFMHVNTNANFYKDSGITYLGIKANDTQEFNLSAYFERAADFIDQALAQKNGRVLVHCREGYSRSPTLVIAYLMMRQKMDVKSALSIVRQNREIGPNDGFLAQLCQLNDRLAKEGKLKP
Mtb UGM inh – inhibitors of M. tuberculosis UDP-galactopyranose mutase | AID 504406 | 320,000 tested, 0.06% active | purified UGM, fluorescence polarization probe displacement | P9WIQ1 | inhibition, % at 10 µM; in the data active = inhibition above about 10%, passing the limit was not always enough
Target sequence (P9WIQ1 whole entry, looked up): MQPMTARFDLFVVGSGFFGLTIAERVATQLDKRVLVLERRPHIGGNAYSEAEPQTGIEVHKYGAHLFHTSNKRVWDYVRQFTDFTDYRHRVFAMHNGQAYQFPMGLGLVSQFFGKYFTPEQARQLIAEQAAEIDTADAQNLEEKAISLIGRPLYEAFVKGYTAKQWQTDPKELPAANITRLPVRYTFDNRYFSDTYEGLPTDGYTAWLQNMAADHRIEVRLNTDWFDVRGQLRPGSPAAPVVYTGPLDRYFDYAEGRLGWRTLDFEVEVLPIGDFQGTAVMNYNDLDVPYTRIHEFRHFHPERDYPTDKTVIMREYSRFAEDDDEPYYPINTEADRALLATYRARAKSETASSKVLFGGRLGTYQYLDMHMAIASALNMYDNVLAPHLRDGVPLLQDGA
Rv3671c protease – Rv3671c (M. tuberculosis) protease inhibition; 320,000 tested, 0.048% active; inhibition, % at 5.96 µM; P9WHR9; in the data active = inhibition above about 38%;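 note: extracellular domain of Rv3671c used as enzyme; 0% = enzyme with DMSO and 100% = no enzyme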
BioA inh – inhibitors of Mycobacterium tuberculosis BioA enzyme. 360,000 tested, 0.096% active. AID 602481. inhibition, % at 9.99 µM. purified M. tuberculosis BioA enzyme, plate reader; in the data active = inhibition above about 40%
* marks the source's active call; other numbers are inactive results; . = not tested or not shown; & = joins results of further samples. Cut-off read from the data, not from the text of the source, unless noted: active = inhibition above about 30%; inactive = the rest.

1	C=CCn1c(CNC(=O)c2cccs2)n[nH]c1=S
2	Cc1ccccc1NC(=S)NC(C)C(c1ccccc1)N1CCN(C)CC1 (stereo not drawn)
3	CC(=O)Nc1cccc(-c2ccnc3c2CC(C)(C(=O)NCc2ccccc2)O3)c1 (stereo not drawn)
4	CCOC(=O)CSc1nc2sc3c(c2c(=O)n1-c1ccc(C)cc1)CCN(C)C3
5	O=P(COCCOCCOCCOCP(=O)(c1ccccc1)c1ccccc1)(c1ccccc1)c1ccccc1
6	Cc1cccc2c1N(CCCOc1ccc(C(C)(C)C)cc1)C(=O)C2=O
Assay by compound	1	2	3	4	5	6
BoNT F protease	3	-6	-2	-4	-1	4
CCHFV vOTU inh	-13	-8	-4	-48	8	.
Mtb FBA inh	2	1	1	10	-6	1
FadD28 FP inh	-0.8	-2.4	0.1	-3.0	-3.4	-1.2
MazEF act	15	-3	.	3	-5	7
GDH-TPI inh	5	-1	-2	25	-10	-8
VHR inh abs	-2	12	.	-2	-1	-2
Mtb UGM inh	-2.2	0.6	.	0.1	-0.9	1.1
Rv3671c protease	-1	-4	.	.	-1	-8
BioA inh	1.1	.	4.6	3.8	.	1.9

Full records, looked up by structure. Order of screens: BoNT F protease, CCHFV vOTU inh, Mtb FBA inh, FadD28 FP inh, MazEF act, GDH-TPI inh, VHR inh abs, Mtb UGM inh, Rv3671c protease, BioA inh
Shown for Cc1cccc2c1N(CCCOc1ccc(C(C)(C)C)cc1)C(=O)C2=O → 4, ., 1, -1.2, 7, -8, -2, 1.1, -8, 1.9
Shown for CC(=O)Nc1cccc(-c2ccnc3c2CC(C)(C(=O)NCc2ccccc2)O3)c1 (stereo not drawn) → -2, -4, 1, 0.1, ., -2, ., ., ., 4.6

Next entries.
7	C=CCNC(=O)COC(=O)c1oc2ccccc2c1CSC1CCCCC1
8	COc1cccc(Cn2cc(-c3cccc(C(F)(F)F)c3)nn2)c1
9	CC(C)c1ccc2nc(NC(=O)C3CC3)sc2c1
10	CC[C@@H](NC(=O)[C@@H](Cc1ccccc1)NC(=O)CC[C@H]1O[C@@H](n2ccc(=O)[nH]c2=O)[C@H](O)[C@@H]1O)c1ccccc1
11	Cc1noc(C)c1COc1ccc(C(=O)OCC(N)=O)cc1
12	O=C(C1CCN(S(=O)(=O)c2cccnc2)CC1)N1CCN(c2cccc(Cl)c2)CC1
Assay by compound	7	8	9	10	11	12
BoNT F protease	6	-6	-8	-19	-3	-3
CCHFV vOTU inh	5	12	-5	-4	6	-3
Mtb FBA inh	-2	0	-1	-2	-2	-1
FadD28 FP inh	-1.8	-1.1	-1.5	-3.9	-0.5	-4.5
MazEF act	0	3	1	.	15	6
GDH-TPI inh	-3	-2	2	.	2	0
VHR inh abs	0	40	13	.	13	-24
Mtb UGM inh	0.2	-0.5	-0.6	.	-1.0	-0.8
Rv3671c protease	-5	-16	-3	.	2	-4
BioA inh	-1.9	1.2	0.4	0.4	.	0.0

13	CCCCNc1c(-c2cccc(SC(C)CC)c2)nc2ccc(Cl)cn12 (stereo not drawn)
14	Cc1ccccc1C(=O)NC(=S)Nc1ccc(N2CCN(C(=O)c3ccccc3)CC2)cc1
15	O=C(CN(C1CC1)S(=O)(=O)c1ccc(S(=O)(=O)N2CCCCCC2)cc1)Nc1ccccc1
16	COc1ccc(-c2noc(CCC(=O)O)n2)cc1
17	CCOC(=O)c1ccc(NC(=O)Oc2cc(C)c(Cl)cc2C(C)C)cc1
18	COc1ccc(CN([C@H](CO)CC(C)C)S(=O)(=O)N(Cc2ccccc2)[C@H](CO)CC(C)C)cc1
Assay by compound	13	14	15	16	17	18
BoNT F protease	-12&-15	-4	-3	5	-4	-10
CCHFV vOTU inh	-5&-10	-1	1	14	11	34*
Mtb FBA inh	6	1	-2	-4	-1	3
FadD28 FP inh	-0.6	-4.2	-1.2	-2.2	-3.4	-5.1
MazEF act	-6	2	-2	7	0	-19
GDH-TPI inh	-4	7	15	-5	-4	9
VHR inh abs	.	37	33	37	15	.
Mtb UGM inh	5.2	-0.4	0.7	.	1.4	4.4
Rv3671c protease	0	-5	10	-4	-11	-14
BioA inh	1.3	-0.1	-1.6	.	0.8	-1.0

19	CCOC(=O)c1nc2ccccc2nc1C
20	Cc1cc(NC(=O)COC(=O)CCS(=O)(=O)c2ccc(C)c(C)c2)no1
21	Cc1ccc(C(=O)NNC(=O)c2cccc(C)c2)cc1
22	Cc1c(O)ccc2c(=O)c(-c3nncn3-c3ccccc3)coc12
23	Cc1cccc(Nc2nc3ccccc3n3nnnc23)c1
24	Cc1cc(NC(=O)CSCC(=O)Nc2cc(Cl)ccc2N2CCN(C)CC2)no1
Assay by compound	19	20	21	22	23	24
BoNT F protease	-4	2	-6	-13	-4	-7
CCHFV vOTU inh	-1	0	-12	10	4	-2
Mtb FBA inh	0	-1	-2	2	3	3
FadD28 FP inh	-3.5	-1.2	1.6	-0.8	-0.9	-3.5
MazEF act	7	-7	-6	-19	36	8
GDH-TPI inh	5	-5	0	7	8	9
VHR inh abs	-4	7	1	17	8	.
Mtb UGM inh	4.9	0.8	-2.6	2.4	-1.8	-0.4
Rv3671c protease	-4	1	-9	0	-3	2
BioA inh	.	-0.6	1.8	.	0.0	-0.5

25	COc1ccccc1NC(=O)CSc1nc(O)c(Cc2ccccc2)c(=O)[nH]1
26	N#CC1(C#N)COC23CCCCC2C1(C#N)C(=N)O3 (stereo not drawn)
27	CCCc1cc(=O)[nH]c(SCC(=O)N(C)C2CCCCC2)n1
28	COc1cccc(OC)c1C(=O)N1CCN(c2ccccn2)CC1
29	Cc1ccc(NC(=O)Nc2cccc(C(F)(F)F)c2)nc1
30	Cc1cccc(NC(=O)C2(c3ccc([N+](=O)[O-])cc3)CCCC2)c1
Assay by compound	25	26	27	28	29	30
BoNT F protease	-20	-5	-8	-14	-7	-5
CCHFV vOTU inh	-23	-74	4	-17	-4	7
Mtb FBA inh	0	26	-3	14	-4	-7
FadD28 FP inh	-1.4	3.6	-1.9	0.9	0.0	-3.0
MazEF act	-1	-30	-1	-12	5	1
GDH-TPI inh	-3	-2	-2	12	12	1
VHR inh abs	9	-3	.	4	18	30
Mtb UGM inh	0.9	3.7	1.0	-0.1	-1.6	-0.9
Rv3671c protease	-5	4	-3	9	-1	-1
BioA inh	-1.4	-6.6	-2.3	-5.5	.	0.2

31	CC1CCCCN1C(=O)Cn1c(=O)n(CCC(=O)NCc2ccco2)c(=O)c2sccc21 (stereo not drawn)
32	CC(C#N)Sc1ncnc2sc(-c3ccccc3)cc12 (stereo not drawn)
33	CCC/C(=N\NC(=O)c1ccco1)c1ccc(Cl)s1
34	CCOC(=O)c1c(C)oc2ccc(NS(=O)(=O)c3ccc4c5c(cccc35)C(=O)N4)cc12
35	O=C(c1cccc(S(=O)(=O)NCc2ccccc2)c1)N1CCCC1
36	COc1ccc(N=Cc2c(O)n(Cc3cccs3)c(=O)[nH]c2=O)cc1
Assay by compound	31	32	33	34	35	36
BoNT F protease	4	7	-7	-16	-3	0
CCHFV vOTU inh	-19	-15	-2	-11	3	-13
Mtb FBA inh	2	1	-2	-6	-5	1
FadD28 FP inh	-3.4	-1.8	.	-14	-4.8	-1.0
MazEF act	-3	1	2	-1	-1	17
GDH-TPI inh	-7	1	15	18	-8	8
VHR inh abs	11	19	16	13	18	6
Mtb UGM inh	-0.1	1.1	1.6	-0.1	-2.1	-2.3
Rv3671c protease	0	-1	.	-67	-6	-22
BioA inh	.	-1.7	-0.3	0.8	.	.

37	Cc1cc(OCCOc2cccc3cccnc23)c(C)cc1Cl
38	O=C(c1cccc(Oc2ccc([N+](=O)[O-])cc2Cl)c1)N1CCOCC1
39	COc1ccc(NC(=O)c2ccc(NC(=O)c3nc4nccc(C)n4n3)cc2)cc1
40	CS(=O)(=O)Nc1ccc(C2=NN(C(=O)c3ccco3)C(c3ccccc3)C2)cc1 (stereo not drawn)
41	CC(C)CCNC(=O)c1ccc(CS(=O)(=O)Cc2ccccc2F)o1
42	CCCOC(=O)NC(CC)COC(=O)Nc1cc(C)ccc1C (stereo not drawn)
Assay by compound	37	38	39	40	41	42
BoNT F protease	0	-2	-5	-2	-8	-5
CCHFV vOTU inh	-37	13	-5	-5	-2	3
Mtb FBA inh	0	0	0	2	1	2
FadD28 FP inh	-3.3	-4.1	-2.5	-5.6	1.8	-0.8
MazEF act	7	5	5	-6	-3	-2
GDH-TPI inh	5	3	8	26	4	-4
VHR inh abs	12	-23	.	0	-10	18
Mtb UGM inh	1.9	-0.1	2.0	.	-1.6	2.2
Rv3671c protease	-2	4	4	3	2	15
BioA inh	-0.6	-0.4	-1.4	.	2.8	.

43	Cc1cc(NC(=O)c2ccco2)c(=O)n(Cc2c(F)cccc2Cl)c1
44	COC(=O)[C@@H]1[C@@H](C)N(Cc2ccccc2)C(=O)N[C@H]1c1cccc(C(F)(F)F)c1
45	Cc1ccc(C(=O)N2CCCCC2)cc1S(=O)(=O)N1CCCC1
46	CCCc1cc(N2CCC(C(N)=O)CC2)nc(-c2ccccc2)n1
47	COc1cccc(C(=O)NCCS(=O)(=O)N(C)C2CCCCC2)c1
48	Cc1ccccc1NC(=O)CN1CCCC1
Assay by compound	43	44	45	46	47	48
BoNT F protease	1	-4	7	-2	-3	4
CCHFV vOTU inh	0	12	3	-5	-5	22
Mtb FBA inh	-1	-1	-1	3	-4	-1
FadD28 FP inh	1.0	-1.0	0.0	-1.8	-3.5	-1.5
MazEF act	5	-3	7	7	2	-18
GDH-TPI inh	11	2	4	10	-4	6
VHR inh abs	8	19	12	22	.	.
Mtb UGM inh	1.0	2.4	1.1	2.3	-0.2	.
Rv3671c protease	-3	-1	-3	1	5	.
BioA inh	-1.3	2.3	6.3	.	0.0	-1.7

49	CC(=O)c1ccc(S(=O)(=O)N2CCN(C(=O)CSC(=S)N3CCCC3)CC2)cc1
50	O=C1C2CC=CCC2C(=O)N1c1n[nH]c(-c2ccccc2)n1 (stereo not drawn)
51	CCOC(=O)Cc1csc(NC(=O)c2c(-c3c(F)cccc3Cl)noc2C)n1
52	Cc1ccc(C(=O)N2CCN(c3ccc(N4CCOCC4)nn3)CC2)cc1C
53	Cc1ccc(NC(=S)N(CCN(C)C)Cc2cccs2)c(C)c1
54	CCS(=O)(=O)Nc1ccc(C2=NN(C(=O)c3ccco3)C(c3ccc(Cl)o3)C2)cc1 (stereo not drawn)
55	CCOc1nc2cnccc2n(CC(=O)Nc2c(C)cccc2CC)c1=O
Assay by compound	49	50	51	52	53	54	55
BoNT F protease	-11	5	5	6	1	-8	-3
CCHFV vOTU inh	10	-6	1	-29	10	-11	-4
Mtb FBA inh	-1	0	-2	27	-2	5	-2
FadD28 FP inh	-0.9	-0.4	-1.5	-0.7	-1.9	-0.6	0.0
MazEF act	7	2	-13	-2	3	-2	5
GDH-TPI inh	5	-3	7	-5	9	50*	-6
VHR inh abs	.	-2	1	.	23	.	1
Mtb UGM inh	.	-0.5	4.4	-1.0	0.9	-0.8	-2.0
Rv3671c protease	-2	-5	5	3	-7	-10	7
BioA inh	.	-0.1	.	0.8	.	5.6	1.3

2 entries from above, set out differently:
nr	Molecule	BoNT F protease	CCHFV vOTU inh	Mtb FBA inh	FadD28 FP inh	MazEF act	GDH-TPI inh	VHR inh abs	Mtb UGM inh	Rv3671c protease	BioA inh
49	CC(=O)c1ccc(S(=O)(=O)N2CCN(C(=O)CSC(=S)N3CCCC3)CC2)cc1	-11	10	-1	-0.9	7	5	.	.	-2	.
50	O=C1C2CC=CCC2C(=O)N1c1n[nH]c(-c2ccccc2)n1 (stereo not drawn)	5	-6	0	-0.4	2	-3	-2	-0.5	-5	-0.1

Screening data as filed in PubChem.
